# Bioassay records as filed in PubChem BioAssay.
# Growth percent in the NCI-60 one-dose screen (48 h, 10 µM unless noted): 100 = growth as untreated, 0 = no growth, -100 = all killed.
# HL-60(TB): HL-60(TB) leukemia cells. hit rate 9% among 78,000; active means growth percent below 10
# The depositor's hits bear a star; & = joins results of further samples; [ ] = dose if it differs, or a comment.
canonical_smiles | HL-60(TB)
CCOC(=O)c1ccccn1 | 106.2&142.2
O=S(=O)(O)C1(O)CCc2ccccc2C1 (stereo unspecified) | 104.2
O=C(Nc1cccc(-n2cc(-c3ccncc3)c(-c3ccc(Cl)c(O)c3)n2)c1)Nc1ccc(Cl)c(C(F)(F)F)c1 | -11.2*
COC(=O)C1CC(OC(=O)CCl)Cc2cc(Cl)ccc2N1 (stereo unspecified) | 99.0
COc1ccc([C@@H]2[C@@H](Cl)C(=O)N2c2cc(OC)c(OC)c(OC)c2)cc1C | -30.3*
O=C1NC(=O)c2c1cccc2[N+](=O)[O-] | 103.1&121.1
O=C1COCCN1c1ccc(NCc2cn(Cc3cccc4ccccc34)c3ccccc23)cc1 | 96.4
COc1ccc(C2CC(=O)Nc3cc4c(cc32)OCO4)cc1 (stereo unspecified) | 92.9
CN(N=O)c1ccc(Cc2ccc(N(C)N=O)cc2)cc1 | 65.0
Cn1c(C#N)ccc1-c1cccc(N2C(=O)NC(C)(C)C2=O)c1 | 96.3
Fc1ccc(-n2cc(-c3ccccc3)c3c2ncn2nc(-c4ccc(Cl)cc4)nc32)cc1 | 110.8
CCCCOC(=O)C(Cl)(Cl)Cl | 115.8
CNC(=O)c1c(-c2ccc(F)cc2)noc1C | 98.2
O=C1C2Sc3[nH]c(=O)sc3C(CCc3ccccc3)C2C(=O)N1c1ccc(Cl)cc1 (stereo unspecified) | 107.1
CCOC(=O)c1nc(Nc2ccc(C(C)=O)cc2)sc1C | 95.5

# Additional entries follow.
canonical_smiles | HL-60(TB)
C=CC[n+]1ccccc1 | 104.1
CCOC(=O)C1=C(N)Oc2c(sc3c(CC)cccc23)C1c1ccc(Cl)cc1 (stereo unspecified) | 98.5
COC(=O)CCNc1ccccc1 | 166.6
O=C(Nc1ccccc1)C(Cl)(Cl)Cl | 112.5
CN(C(=O)c1ccccc1)c1ccccc1 | 83.7
CC[C@H](C)[C@@H](C(=O)OC)n1cc(CNC(=O)[C@@H](Cc2ccccc2)NC(=O)OCc2ccccc2)nn1 | 104.1
CCN(CC)c1ccc(C=O)c(OCc2cn(CC(=O)Nc3ccc(OC)cc3)nn2)c1 | 105.8
COc1ccc(CCNC(=O)CC(C)=O)cc1 | 98.1
C=C1[C@]2(C)CC3[C@@]4(C)CC[C@H](O)C(C)(C)C4CC[C@@]3(C)[C@@]1(C(=O)OC)C=C(C)C2=O (stereo partly specified) | 94.2
CC(=O)/C(=C\c1ccc(Cl)c(Cl)c1)C(=O)CCN(C)C | 117.1
C/C(=C\CSCC(NC(=O)CCC(=O)O)C(=O)O)CCCC(C)CCCC(C)CCCC(C)C (stereo unspecified) | 99.1
CN(C(=O)c1ccc(C(F)(F)F)cc1)c1sc2c(c1C#N)CCC(=O)C2 | 95.1
CSc1nc2c(c(=O)[nH]1)C1(C(=O)N(Cc3ccccc3)c3ccccc31)c1c(nc(SC)[nH]c1=O)N2 | 88.1
Cc1cc(C(=O)CCCC(=O)c2cc(C)c(O)c(C)c2)cc(C)c1O | 84.6
COc1c(F)cccc1/C=C/C(=O)/C=C(/C=C/c1cccc(F)c1OC)OB(F)F | 91.3

# Continued; the last five above are carried over.
canonical_smiles | HL-60(TB)
C/C(=C\CSCC(NC(=O)CCC(=O)O)C(=O)O)CCCC(C)CCCC(C)CCCC(C)C (stereo unspecified) | 99.1
CN(C(=O)c1ccc(C(F)(F)F)cc1)c1sc2c(c1C#N)CCC(=O)C2 | 95.1
CSc1nc2c(c(=O)[nH]1)C1(C(=O)N(Cc3ccccc3)c3ccccc31)c1c(nc(SC)[nH]c1=O)N2 | 88.1
Cc1cc(C(=O)CCCC(=O)c2cc(C)c(O)c(C)c2)cc(C)c1O | 84.6
COc1c(F)cccc1/C=C/C(=O)/C=C(/C=C/c1cccc(F)c1OC)OB(F)F | 91.3
NNC(=O)NC(N)=O | 103.9
Nc1cc2ccccc2c(=O)n1NC(=O)c1ccccc1 | 101.4
CNc1nc(C)nc(NC)n1 | 105.0
C=CCn1c(SCC(=O)NCc2cc(C)c(O)c(C)c2)nc2ccc(Cl)cc2c1=O | 94.4
CC1(C)[C@@H](O)CC[C@]2(C)[C@H]3CC[C@@H]4[C@H]5[C@H](C(=O)/C=C\c6ccncc6)CC[C@]5(O)CC[C@@]4(C)[C@]3(C)CC[C@@H]12 | 26.4
CC(=O)NC(CCCCNC(=O)CSCCNC(=O)CCNC(=O)[C@H](O)C(C)(C)COP(=O)(O)OP(=O)(O)OC[C@H]1O[C@@H](n2cnc3c(N)ncnc32)[C@H](O)[C@@H]1OP(=O)(O)O)C(=O)NC(Cc1ccc(O)cc1)C(=O)NCC(=O)NC(CCCNC(=N)N)C(=O)NC(CCCCN)C(=O)NC(CCCCN)C(=O)NC(CCCNC(=N)N)C(=O)NC(CCCNC(=N)N)C(=O)NC(CCC(N)=O)C(=O)NC(CCCNC(=N)N)C(=O)NC(CCCNC(=N)N)C(=O)NC(CCCNC(=N)N)C(=O)O (stereo partly specified) | 136.2[2.5 µM]
COc1ccc(Cc2noc(-c3cc(OC)c(OC)c(OC)c3)n2)cc1 | 99.3
CCC(=O)NC1=C(N2CC2C)C(=O)C(NC(=O)CC)=C(N2CC2C)C1=O (stereo unspecified) | 95.3
C[C@@H](O)[C@H](N)C(=O)O | 108.4
COC1=CC(c2ccc[nH]2)=N/C1=C\c1[nH]c(C)c(C(=O)OCc2ccccc2)c1C | -8.8*
CCN(CC)CCN1C(=O)c2cccc3c(/C=C/CN4C(=O)c5cccc6cccc(c56)C4=O)ccc(c23)C1=O | 83.4
COc1ccc(S(=O)(=O)NCCCNc2nccc(-c3cn(C(C)(C)C)nc3-c3ccc(F)c(OC)c3)n2)cc1 | 104.7
COc1ccc(-c2cc(-c3cccnc3)nc3sc4c(=O)[nH]c(-c5ccc(Cl)cc5)nc4c23)cc1OC | 90.3
COc1cc(-c2ccc(N=Nc3ccc4c(S(=O)(=O)O)ccc(N)c4c3O)c(OC)c2)ccc1N=Nc1ccc2c(S(=O)(=O)O)ccc(N)c2c1O | 114.6
COc1ccc(/C(C)=C(\c2ccc(Cl)cc2)c2ccc(OCCN3CCCC3)cc2)cc1 | 37.9

# Remaining list, next part:
canonical_smiles | HL-60(TB)
O=C(Oc1ccc(Cl)cc1Cl)c1cccs1 | 61.4
O=C(Nc1nc(-c2ccc(F)cc2)cc(-c2ccc(Cl)cc2)n1)c1ccncc1 | 112.9
Cc1ccc2oc(=O)c3c(c2c1)OC(N)=C(C#N)C3c1ccco1 (stereo unspecified) | 113.4
O=[N+]([O-])C1CC2C=CC1C2 (stereo unspecified) | 97.6
O=S(=O)(NCCCNc1nccc(-c2c(-c3ccc(F)c(O)c3)nc3sccn23)n1)c1ccc(F)cc1 | -54.8*
O=S(=O)(Cc1ccccc1)C(c1ccccc1)S(=O)(=O)Cc1ccccc1 | 95.6
C#CCN(C)C(C)Cc1ccccc1 (stereo unspecified) | 93.4
CCC(=O)OC1=C(C)SC2=NC(c3ccc(N)cc3)=CC(c3ccc(Cl)cc3)N21 (stereo unspecified) | 96.0
C[C@]1(O)C(=O)[C@@]2(C)C[C@H](O)[C@@]3(F)[C@@H](CCC4=CC(=O)C=C[C@@]43C)[C@@H]2C[C@H]1O | 91.2
CCOC(=O)c1ccc(N=NC2C(=O)N(c3ccccc3)N=C2C)cc1 (stereo unspecified) | 93.0
CCN(C(C)=O)c1ccc([N+](=O)[O-])cc1 | 114.3
Clc1ncnc2c1ncn2Cc1ccccc1 | 97.5
CCOC(=O)C1=C(O)CSC1=Nc1ccc(N=C2SCC(O)=C2C(=O)OCC)cc1 | 112.7
CC(=O)CC(=O)Nc1ncccn1 | 93.4
COC(=O)[C@@H](NC(=O)c1cn(Cc2ccccc2)c2ccccc12)C(C)C | 86.5

# (list continues)
canonical_smiles | HL-60(TB)
Cc1cc(N=C2C=CC(=[N+](C)C)C=C2)c(N)cc1N | 122.1
Brc1cnc(OCc2ccccc2)nc1OCc1ccccc1 | 110.1
Cc1ccsc1[C@@H]1C[C@@H]2Cc3cc(Cl)ccc3N1O2 | 110.0
COc1ccc(C(=O)/C=C/c2cn(-c3ccc(C)cc3)nc2-c2ccc(S(C)(=O)=O)cc2)cc1 | 41.0
CC1(O)CCC2CC3OC3(C)CCC3OC3(C)C(O)CC1C2(C)C (stereo unspecified) | 136.8
c1csc([C@H](CC2CCCCC2)c2ccc3ccccc3c2)c1 | 101.9
CCCCCCCCn1ccc2cc(NC(=O)CN3CCN(c4nc(C)cc(N5CCCCC5)n4)CC3)ccc21 | 71.0
C[N+](C)(Cc1ccccc1Cl)Cc1ccccc1Cl | 69.1
COc1ccc(/C(C#N)=C2C=C/C(=N\O)C(C)=C/2Cl)cc1 | 68.4
C=C1CCC2C3(C)COC(c4cccc(Cl)c4)OC3CCC2(C)C1/C=C/C1=CCOC1=O (stereo unspecified) | 33.7
Cc1cc(C)c(S(N)(=O)=O)c(N)c1 | 130.1
O=C1CC(c2nc3ccccc3s2)CN1C1CCCCC1 (stereo unspecified) | 91.3
N#Cc1c(-c2ccccc2)cc(-c2ccccc2)n(CCCCCCC(=O)Nc2ccccc2N)c1=O | 100.6
CCOC(=O)/C(=C/c1ccccc1)N(CC)CC | 112.9
Cc1cccc(-c2nc(Nc3cccc(C(=O)O)c3)c3ccccc3n2)c1 | 92.9

# (cont.)
canonical_smiles | HL-60(TB)
CC1(C)CCc2cc(-c3ccn(S(=O)(=O)c4ccc(Cl)cc4Cl)n3)ccc2O1 | 102.0
CC(=O)OCC(=O)C1(O)CCC2C3CC(C)C4=CC(=O)C=CC4(C)C3=CCC21C (stereo unspecified) | 103.7
COc1ccc(C2=NN(c3ccc(Cl)cc3)C(c3c(C)nn(-c4ccccc4)c3Cl)C2)cc1 (stereo unspecified) | 96.9
O=C(/C=C/c1ccc(Cl)cc1Cl)c1ccc(Cl)c(Cl)c1 | 97.8
CC1(c2ccccc2O)NN=C(N)N1C(Cc1c[nH]c2ccccc12)C(=O)O (stereo unspecified) | 92.0
CNC1=C([N+](=O)[O-])C(c2cc3ccc(Cl)cc3nc2Cl)C(C#N)=C(c2cccs2)O1 (stereo unspecified) | 85.7
CCCCCCCCc1ccccc1 | 103.5
CN1CCN(c2ccc(Nc3nc(NCCNS(=O)(=O)c4ccc(Br)cc4)c4sccc4n3)cc2)CC1 | 89.6
CCOC(=O)Cn1c(COc2cccc3ccccc23)nc2ccccc21 | 72.8
O=C(O)C1(C(=O)O)CCC2(CCCCC2)CC1 | 86.2
CN(C)CCS(=O)(=O)C(c1ccccc1)c1ccccc1 | 98.7
COC(=O)[C@]1(C)CCC[C@]2(C)[C@H]3C[C@H]4[C@H]5[C@@H]6C/C(=C\c7cccc(OC)c7OC)C(=O)[C@H]5[C@@]3(CC[C@H]21)C[C@@]4(C(C)C)O6 | 85.9
CCOC(=O)C1=C(C)N(C(=N)/N=C/c2ccccc2)C(=S)NC1c1ccccc1 (stereo unspecified) | 101.2
Cc1n[nH]c(C)c1Cc1ccc(Cc2c(C)n[nH]c2C)cc1 | 106.4
N#C/C(=C\C=C\c1ccc(-c2ccc(Cl)cc2Cl)o1)c1nc2ccccc2s1 | 98.8

# Next records.
canonical_smiles | HL-60(TB)
Cc1cc(Cl)c(C)c(C)c1O | 93.3
CNc1cc(S(=O)(=O)O)ccc1C | 89.9
CC(=O)N1C(=S)NC(=O)C1Cn1cnc2ccccc21 (stereo unspecified) | 103.8
C/C(=C(/O)c1ccc(Cl)cc1)c1nc2ccc(Cl)cc2[nH]c1=O | 96.3
O=C(N=C1C(=O)C2(CCCCC2)C2(N=C(c3ccccc3)OC2=O)C12CCCCC2)c1ccccc1 (stereo unspecified) | 71.8
Nc1nc(SCc2ccccc2)c2ncn(CCO)c2n1 | 106.2
c1cnc2cc3sc4ccccc4c3nc2c1 | 101.8
CC(=O)Oc1ccc(Cc2ccccc2)cc1 | 89.5
C=CCc1cc(F)cc2c(OC(C)=O)c(C(C)=O)c(-c3ccccc3)nc12 | 116.8
O=C([Se]C1C=CCCC1)c1ccc(C(=O)[Se]C2C=CCCC2)s1 (stereo unspecified) | 1.1*
CC1=CC(c2ccc(C)cc2)N2N=C(C)SC2=N1 (stereo unspecified) | 93.8
COc1cc(C(=O)c2cc(C)c3[nH]c4ccc(Cl)cc4c3c2C)cc(OC)c1OC | 0.4*
COc1cc2oc(-c3cccc(NC(=O)[C@H](C)NC(=O)[C@@H](N)C(C)C)c3)cc(=O)c2c(OC)c1OC | 90.0
CCCCCn1c(=N)n(CC(O)COc2cccc(C)c2)c2ccccc21 (stereo unspecified) | 2.5*
CCOC(=O)N1c2ccccc2C=CC1C#N (stereo unspecified) | 85.3

# New compounds follow
canonical_smiles | HL-60(TB)
CC(CNc1nc(Nc2ccc(Cl)c(Cl)c2)nc(C(Cl)(Cl)Cl)n1)N(C)C (stereo unspecified) | -21.0*
CSc1nc2nc3c(nc2c(=O)n1C)C(=O)CCC3 | 102.8
COc1cc2c(c(OC)c1OC)CCC(c1cccc(C(=O)Nc3ccc(Br)cc3)c1)O2 (stereo unspecified) | 73.1
CN1CCC(=C2c3ccccc3CCc3cccnc32)CC1 | 99.8
CCN(CC)Cc1ccc(NC(C(=O)c2ccccc2)c2ccccc2)cc1 (stereo unspecified) | 91.3
C[C@H](c1nc2ncccc2[nH]1)C1CCC2C3CCC4=CC(=O)CC[C@]4(C)C3CC[C@@]21C (stereo partly specified) | 71.6
Nc1ccn(-c2ccc(Br)cc2)c(=O)n1 | 124.6
CC(C)OC(=O)Nc1ccc(-c2ccc(NC(=O)OC(C)C)cc2Cl)c(Cl)c1 | 78.4
CCOC(=O)N1CCc2c(sc3nc(CNc4ccc(OC)cc4)[nH]c(=O)c23)C1 | 99.6
CCCC(=O)Nc1ccc(Cl)c(Cl)c1 | 101.3
CNC(=O)c1cc(-n2ccc3cc(NC(=O)Nc4cccc(C(F)(F)F)c4)ccc32)ccn1 | 96.6
CN1CCN(C)c2cncc(Br)c2C1=O | 96.4
CCOC(=O)C(Cl)C(c1ccccc1)c1ccccc1 (stereo unspecified) | 90.7
COc1cc2c(cc1OC)=NC(=O)/C(=C\c1sc(Nc3ccc(S(N)(=O)=O)cc3)nc1O)C=2 | 114.2
CC(=O)C1COC(=O)C1 (stereo unspecified) | 111.0
Cc1ccc(S(=O)(=O)/C=C\S(=O)(=O)c2ccc(C)cc2)cc1 | 81.3
C/C(=C\CCc1ccoc1)CC/C=C(\C)CCCC1=CC(=O)OC1 | 47.2

# A portion of the library. The share of hits here may be higher or lower than overall.
